T cell modulator: T cell immune modulators affecting CD8 T cell-vesicle binding; 2C CD8+ T cell-vesicle binding, flow cytometry; hits give low values; calls only at 7 µM; 330,000 tested, 0.068% active;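 active = response, share of CD8 T cells binding vesicles, and their 90th percentile fluorescence all below set limits, cut at about 80% in these data, passing the limit was not always enough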
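Material: murine 2C transgenic CD8+ T lymphocytes / Also added: QL9-peptide-loaded Drosophila micro-vesicles bearing Ld, ICAM-1 and B7-1 / Schedule: binding step 1.5 h, 37 °C, antibody labelling 20 min, ice / Signal: flow cytometry, PE anti-B7-1 (FL2) versus Alexa647 anti-CD8 (FL8), PFA-fixed / Evaluation: percent CD8+ FL2 mean versus row control / Benchmarks: naked versus QL9-loaded vesicles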
Hep lipid drop: modulators of hepatic lipid droplet formation; 240,000 tested, 0.4% active; inhibition, % at 6.5 µM; AML12 mouse hepatocytes, oleate lipid droplets, BODIPY imaging;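 active = lipid droplet intensity inhibited by at least 50%, with more than 500 cells counted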
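Test system: AML12 mouse liver cells; schedule: overnight exposure; technique: high-content imaging of BODIPY-stained droplets and DAPI nuclei; read-out: % inhibition of corrected integrated BODIPY droplet signal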
b-catenin transl: modulators of beta-catenin nuclear translocation. HeLa beta-catenin nuclear translocation, immunofluorescence imaging. AID 1665. 190,000 tested, 0.3% active. nuclear translocation activity, % at 5 µM;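 active = nuclear translocation activity above 50% at 5 µM, with a well cell count of 50 or more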;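 also: per-cell ratio of nuclear to cytoplasmic median beta-catenin stain intensity; plate controls were DMSO negative control for no effect and GSK-3 inhibitor IX positive control for full effect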
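Read-out: Nuclear/cytoplasmic beta-catenin signal ratio, % activation | Assay system: Human HeLa cell line | Times: 24 h compound exposure at 37°C, 5% CO2 | Signal: Fluorescence imaging of beta-catenin antibody stain plus DAPI | Dosing: 5 µM primary, 0.02–20 µM confirmation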
Ins promoter up: MIN6 insulin promoter up-regulation | z-score at 5 µM | 190,000 tested, 0.3% active | MIN6 insulin promoter-GFP reporter, high-content imaging; hits give high values | AID 1625;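 active = z-score above 3 at 5 µM with at least 500 cells counted in the well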
Ins promoter up cell count: also measured in Ins promoter up; calls as there; cell count; measured here: cytotoxicity, nuclei count;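 total cells summed across four imaged fields per well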
Hep lipid drop cells 6.5 µM: also measured in Hep lipid drop; calls as there; cell count; measured here: cell count, cytotoxicity flag;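 cells counted across two imaged fields per well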
b-catenin transl cell count 5 µM: recorded beside b-catenin transl, whose call it bears; cell count; measured here: cell count, cytotoxicity flag
T cell modulator vesicle-bound %: recorded beside T cell modulator, whose call it bears; double positive events, %; measured here: CD8+ vesicle-bound cell fraction;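 binding gate set so that unloaded-vesicle control wells show 10% double positive cells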
Active calls of the source: *; i = inactive; x = no result given.

SMILES | T cell modulator | T cell modulator vesicle-bound % | Hep lipid drop | Hep lipid drop cells 6.5 µM | b-catenin transl | Ins promoter up | others
CSc1ccc(CN2CCN(C(=O)Cc3ccccc3)CC2)cc1 | i | 24 | x | x | x | x
CCCCCCCCCCCCCCCC[N+](C)(C)C | i | 38 | x | x | x | x
COC(=O)C1=C(c2cccc(C#N)c2)C[C@@H]2CC[C@H]1N2C(=O)N1CCCC1 | i | 25 | x | x | x | x
COC(=O)C1=C(c2ccc(F)cc2F)C[C@@H]2CC[C@H]1N2C(=O)N1CCOCC1 | i | 41 | x | x | x | x
[N-]=[N+]=NCCN1CCC(O)CCC1=O (centres undefined) | i | 12 | x | x | x | x
COC(=O)C1=C(c2ccc(C(C)=O)cc2)C[C@@H]2CC[C@H]1N2C(=O)N1CCC(O)(c2ccc(Cl)cc2)CC1 | i | 57 | x | x | x | x
COC(=O)C1=C(c2ccccc2)C[C@@H]2CC[C@H]1N2C(=O)NCC1CC1 | i | 56 | x | x | x | x
COC(=O)C1=C(c2ccc(F)cc2F)C[C@@H]2CC[C@H]1N2C(=O)NCc1ccc(C(F)(F)F)cc1 | i | 18 | x | x | x | x
N/C(=N\[N+](=O)[O-])N1CCN(C(=O)c2ccccn2)CC1 | i | 33 | x | x | x | x
CC1=C(C/C(C)=C/c2ccccc2)/C(=C/CO)[C@@H]2OC(=O)O[C@]2(C)C12CC2 | i | 35 | x | x | x | x
COC(=O)C1=C(c2ccc(Cl)c(C(F)(F)F)c2)C[C@@H]2CC[C@H]1N2C(=O)N1CCOCC1 | i | 56 | x | x | x | x
COC/C=C1\CN2C3C[C@@H]1[C@H]1COC4=Nc5cc(OC)c(OC)c(OC)c5[C@@]43C[C@@H]12 | i | 32 | x | x | x | x
COc1cccc(CNCCc2ccc(F)cc2)c1 | i | 44 | x | x | x | x
O=[N+]([O-])c1cccc2c([N+](=O)[O-])cccc12 | i | 39 | x | x | x | x
COC(=O)[C@@H]1C[C@]2(C(=O)O)c3ccccc3N(OOSc3ccccc3)[C@@H]2N1C(=O)OC | i | 32 | x | x | x | x
COC(=O)C1=C(c2ccc(OCc3ccccc3)cc2)C[C@@H]2CC[C@H]1N2C(=O)NCc1cccc(OC)c1 | i | 17 | x | x | x | x
COC(=O)C1=C(c2cccc(C#N)c2)C[C@@H]2CC[C@H]1N2C(=O)NCCO | i | 39 | x | x | x | x
COC(=O)C1=C(c2cccc(OCc3ccccc3)c2)C[C@@H]2CC[C@H]1N2C(=O)NCc1cccc(OC)c1 | i | 38 | x | x | x | x
Clc1ccccc1C1=NCc2nncn2-c2sc(Br)cc21 | i | 46 | x | x | x | x
COC(=O)C1=C(c2c(C)noc2C)C[C@@H]2CC[C@H]1N2C(=O)N1CCC(C)CC1 | i | 42 | x | x | x | x
COC1=CC(=O)[C@]2(C=C1OC)OC[C@@H]1Oc3c(ccc4c3C=CC(C)(C)O4)C(=O)[C@@H]12 | i | 55 | x | x | x | x
C#CC[N+]1(C)[C@@H]2CC(OC(=O)C(CO)c3ccccc3)C[C@H]1C(O)C2 (some centres undefined) | i | 20 | x | x | x | x
Cc1noc(C)c1CSCC(=O)Nc1ccc(C#N)c(Cl)c1 | i | 21 | x | x | x | x
Cc1cc[n+](Cc2ccccc2)cc1 | i | 25 | x | x | x | x
COC(=O)C1=C(c2cccc(OCc3ccccc3)c2)C[C@@H]2CC[C@H]1N2C(=O)NCc1ccc(C(F)(F)F)cc1 | i | 11 | x | x | x | x
COC(=O)C1=C(c2c(C)noc2C)C[C@@H]2CC[C@H]1N2C(=O)N1CCC(O)CC1 | i | 61 | x | x | x | x
C[C@]12CCC3C(CC[C@H]4C[C@@H](O)CC[C@]34C)C1C[C@@H](O)[C@]2(C)O (some centres undefined) | i | 34 | x | x | x | x
CCCN1CCC[C@H](c2cccc(O)c2)C1 | i | 16 | x | x | x | x
COC(=O)C1=C(c2c(C)noc2C)C[C@@H]2CC[C@H]1N2C(=O)N1CCCCC1 | i | 34 | x | x | x | x
Cc1ccc(N)cc1N | i | 32 | x | x | x | x
Cc1cc(-c2ccccc2)cc(C)[n+]1Cc1ccccc1 | i | 10 | x | x | x | x
COC(=O)C1=C(c2cccc(C#N)c2)C[C@@H]2CC[C@H]1N2C(=O)NCCOc1ccccc1Cl | i | 18 | x | x | x | x
COC(=O)C1=C(c2ccc3ccccc3c2)C[C@@H]2CC[C@H]1N2C | i | 47 | x | x | x | x
O=C(Nc1ccccc1)c1c(O)[nH]c(=O)[nH]c1=O | i | 58 | x | x | x | x
CC1(C)CC[C@]2(C)CC[C@]3(C)C4C[C@@H]5OO[C@@]6(O5)C(CCCC6(C)C)[C@]4(C)CC[C@@]3(C)C2C1 (some centres undefined) | i | 44 | x | x | x | x
CCCCc1ccc(C(=O)O)nc1 | i | 28 | x | x | x | x
Cc1sc2ccccc2c1CC1=NCCN1 | i | 22 | x | x | x | x
CCOC(=O)c1cccc(NC(=O)c2c(O)[nH]c(=O)[nH]c2=O)c1 | i | 30 | x | x | x | x
CC(C)n1c(O)c(C2c3cc(Cl)ccc3Oc3[nH]c(=O)n(C(C)C)c(=O)c32)c(=O)[nH]c1=O (centres undefined) | x | x | x | x | 0.2 | -0.15 | Ins promoter up cell count=998;b-catenin transl cell count 5 µM=1293
O=S(=O)(c1ccc(O)cc1)c1ccc(O)cc1 | i | 40 | 3 | 797 | x | x

Pulled one by one from the entries so far, 2 records:
SMILES | T cell modulator | T cell modulator vesicle-bound % | Hep lipid drop | Hep lipid drop cells 6.5 µM | b-catenin transl | Ins promoter up | others
COC(=O)C1=C(c2cccc(C#N)c2)C[C@@H]2CC[C@H]1N2C(=O)NCCOc1ccccc1Cl | i | 18 | x | x | x | x
CCOC(=O)c1cccc(NC(=O)c2c(O)[nH]c(=O)[nH]c2=O)c1 | i | 30 | x | x | x | x

Ordered by molecular weight (high to low): 18 of the compounds above.
SMILES | T cell modulator | T cell modulator vesicle-bound % | Hep lipid drop | Hep lipid drop cells 6.5 µM | b-catenin transl | Ins promoter up | others
COC(=O)C1=C(c2cccc(OCc3ccccc3)c2)C[C@@H]2CC[C@H]1N2C(=O)NCc1ccc(C(F)(F)F)cc1 | i | 11 | x | x | x | x
CC1(C)CC[C@]2(C)CC[C@]3(C)C4C[C@@H]5OO[C@@]6(O5)C(CCCC6(C)C)[C@]4(C)CC[C@@]3(C)C2C1 (some centres undefined) | i | 44 | x | x | x | x
COC1=CC(=O)[C@]2(C=C1OC)OC[C@@H]1Oc3c(ccc4c3C=CC(C)(C)O4)C(=O)[C@@H]12 | i | 55 | x | x | x | x
COC(=O)C1=C(c2c(C)noc2C)C[C@@H]2CC[C@H]1N2C(=O)N1CCC(O)CC1 | i | 61 | x | x | x | x
COC(=O)C1=C(c2c(C)noc2C)C[C@@H]2CC[C@H]1N2C(=O)N1CCC(C)CC1 | i | 42 | x | x | x | x
COC(=O)C1=C(c2c(C)noc2C)C[C@@H]2CC[C@H]1N2C(=O)N1CCCCC1 | i | 34 | x | x | x | x
C#CC[N+]1(C)[C@@H]2CC(OC(=O)C(CO)c3ccccc3)C[C@H]1C(O)C2 (some centres undefined) | i | 20 | x | x | x | x
Cc1noc(C)c1CSCC(=O)Nc1ccc(C#N)c(Cl)c1 | i | 21 | x | x | x | x
C[C@]12CCC3C(CC[C@H]4C[C@@H](O)CC[C@]34C)C1C[C@@H](O)[C@]2(C)O (some centres undefined) | i | 34 | x | x | x | x
CCOC(=O)c1cccc(NC(=O)c2c(O)[nH]c(=O)[nH]c2=O)c1 | i | 30 | x | x | x | x
COC(=O)C1=C(c2ccc3ccccc3c2)C[C@@H]2CC[C@H]1N2C | i | 47 | x | x | x | x
Cc1cc(-c2ccccc2)cc(C)[n+]1Cc1ccccc1 | i | 10 | x | x | x | x
O=S(=O)(c1ccc(O)cc1)c1ccc(O)cc1 | i | 40 | 3 | 797 | x | x
O=C(Nc1ccccc1)c1c(O)[nH]c(=O)[nH]c1=O | i | 58 | x | x | x | x
Cc1sc2ccccc2c1CC1=NCCN1 | i | 22 | x | x | x | x
CCCN1CCC[C@H](c2cccc(O)c2)C1 | i | 16 | x | x | x | x
Cc1cc[n+](Cc2ccccc2)cc1 | i | 25 | x | x | x | x
Cc1ccc(N)cc1N | i | 32 | x | x | x | x

The listing continues.
SMILES | T cell modulator | T cell modulator vesicle-bound % | Hep lipid drop | Hep lipid drop cells 6.5 µM | b-catenin transl | Ins promoter up | others
CC(C(=O)c1ccc(Cl)cc1Cl)n1cncn1 (centres undefined) | i | 47 | -1 | 862 | x | x
FC(F)(F)c1ccc(CNCCc2c[nH]c3ccccc23)cc1 | i | 21 | -39 | 844 | x | x
C[C@]12CC(=O)CC1CCC1C2CC[C@@]2(C)C1CC[C@@H]2O (some centres undefined) | i | 51 | -1 | 709 | x | x
COc1ccc(-n2c(-c3ccccc3[N+](=O)[O-])nc3ccccc3c2=O)cc1 | i | 13 | 11 | 815 | x | x
CCN(CC)C(=O)Cn1cc(C=C2C(=O)N(C)C(=O)N(C)C2=O)c2ccccc21 | i | 31 | -5 | 793 | x | x
C#C[C@@]1(O)CCC2C3CCC4=C/C(=N/OCC(=O)NC(CCC(N)=O)C(=O)O)CC[C@]4(C)C3CC[C@@]21C (some centres undefined) | i | 31 | -1 | 846 | x | x
COc1cccc2cc(-c3cc(=O)oc4ccc(OC(=O)N(C)C)cc34)oc12 | i | 42 | -8 | 741 | x | x
O=C1NC(=O)C(=Cc2ccc(-c3ccc(Cl)cc3)o2)C(=O)N1 | i | 56 | 0 | 781 | x | x
COc1ccc(C(=O)OC2CC3CCC(C2)[N+]3(C)[O-])cc1OC (centres undefined) | i | 63 | 5 | 775 | x | x
CC(=O)Nc1ccc(OC(=O)N(C)c2ccc(C)cc2)cc1 | i | 66 | 5 | 839 | x | x
O=[N+]([O-])c1ccc(NCc2ccc(Cl)cc2)c2ccncc12 | i | 52 | 0 | 858 | x | x
O=[N+]([O-])c1ccc(-[n+]2c(-c3ccccc3)cc(-c3ccccc3)cc2-c2ccccc2)cc1 | i | 15 | 4 | 802 | x | x

This is a subset; the hit share may differ from the screen's.
